NPY-Y1 PAM-ag – potentiators or agonists of human neuropeptide Y receptor Y1. NPY-Y1 expressing cells, potentiator/agonist activation. 0.37% of 220,000 active. AID 1304. P25929. activation, % at 3.6 µM; in the data active = activation above about 33%, passing the limit was not always enough;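 also: cells stimulated with NPY at EC10 then isoproterenol at EC100; 0% = low agonist plus stimulus and 100% = saturating agonist plus stimulus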
Target sequence (P25929 whole entry, looked up): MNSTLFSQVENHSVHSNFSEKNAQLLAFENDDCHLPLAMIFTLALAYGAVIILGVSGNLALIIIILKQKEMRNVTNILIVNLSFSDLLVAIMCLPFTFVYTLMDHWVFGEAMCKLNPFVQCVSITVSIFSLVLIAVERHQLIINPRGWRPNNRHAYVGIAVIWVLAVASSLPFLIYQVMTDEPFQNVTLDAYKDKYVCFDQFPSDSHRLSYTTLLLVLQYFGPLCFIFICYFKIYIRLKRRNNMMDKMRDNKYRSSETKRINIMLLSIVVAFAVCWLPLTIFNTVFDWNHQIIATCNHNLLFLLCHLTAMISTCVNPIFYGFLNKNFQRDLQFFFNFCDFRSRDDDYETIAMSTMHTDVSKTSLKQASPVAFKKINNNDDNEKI
RBBP9 inh – blocks human serine hydrolase RBBP9; inhibition, % at 7.94 µM; AID 1515; O75884; 0.2% of 220,000 active; recombinant RBBP9, FP-Rh probe fluorescence polarization;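 active = inhibition above the campaign mean of all tested compounds plus 3 SD, cut at about 14% in these data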;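 also: plate controls were DMSO wells with RBBP9 for no effect and wells lacking RBBP9 protein for full effect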
Target sequence (O75884 whole entry, looked up): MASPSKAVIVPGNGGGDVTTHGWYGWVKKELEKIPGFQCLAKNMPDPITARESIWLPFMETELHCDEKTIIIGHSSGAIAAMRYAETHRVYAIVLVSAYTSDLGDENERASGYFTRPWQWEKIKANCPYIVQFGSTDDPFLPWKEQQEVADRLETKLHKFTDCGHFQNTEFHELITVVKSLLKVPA
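Test system: recombinant human RBBP9. Quantity: 2.5 µM RBBP9 dispensing solution, before mixing. Detection: FP readout at 525/598 nm. Reagent: Serine-hydrolase probe FP-Rh, 375 nM pre-mixing. Measure: % inhibition. Control set: DMSO-treated enzyme wells and wells lacking RBBP9. Buffer or medium: Tris-NaCl-Pluronic buffer, pH 8.0. Times: preincubation 30 min plus labeling 45 min at 25 °C.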
NPY-Y1 antag – antagonists of human neuropeptide Y receptor Y1. 1% of 200,000 active. inhibition, % at 3.6 µM. HEK293-CNG Y1 cells, membrane potential fluorescence; NPY at EC95, then isoproterenol. P25929;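 active = inhibition above the campaign mean inhibition of all tested compounds plus 3 SD, cut at about 20% in these data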;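 also: 0% = DMSO wells given NPY plus isoproterenol and 100% = isoproterenol alone without NPY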
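Benchmarks – high control isoproterenol alone, low control NPY with isoproterenol · Material – HEK293 Y1/CNG channel cell line · Times – dye 3 h, compound 60 min room temperature, stimulation 45 min · Probe or stimulus – NPY (25 nM), isoproterenol (1 µM), Ro 20-1724 (25 µM) · Evaluation – % inhibition of NPY effect · Signal – fluorescence, membrane potential probe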
p97 inhibitor – human p97 ATPase inhibition. P55072. recombinant p97 ATPase, Kinase-Glo ATP luminescence, 3 h. inhibition, % at 8 µM. 0.42% of 220,000 active; in the data active = inhibition above about 15%;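 also: 0% = DMSO vehicle and 100% = wells lacking enzyme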
Hck-Nef inh – human Hck-Nef kinase inhibition; P08631; Recombinant Hck-YEEI plus Nef, Z-Lyte FRET kinase assay; inhibition, % at 20 µM; 0.68% of 220,000 active;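 active = Hck-Nef kinase inhibition above about 50%, limit read from the data; inactive = inhibition below that limit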;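 also: 0% = DMSO with Hck plus Nef and 100% = Hck alone without Nef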
MDM2 E3 inh – blocks human Mdm2 ubiquitin ligase activity; Q00987; cell-based MDM2 ubiquitination luciferase reporter, 2 h; 0 = plate control, 100 = twice control, blank-subtracted; signal enhancement, % at 5 µM; 0.11% of 210,000 active;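 active = signal enhancement of 30% or more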;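 also: luminescence tracks abundance of the self-degrading MDM2-luciferase fusion protein; higher signal means inhibition of MDM2 E3 ligase activity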
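Test system: mammalian cells stably expressing self-ubiquitinating, self-degrading MDM2 E3–luciferase fusion; Amount: 2000 cells in each well; Medium: DMEM; Schedule: 4 h settle plus 2 h compound, 37 °C; Technique: SteadyLite luciferase luminescence after 15 min room-temperature reagent incubation; Benchmarks: plate control and blank wells.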
Runt-CBFb FRET – inhibitors of human RUNX1 Runt domain binding to CBFb | Q01196+Q13951 | Cerulean-Runt/Venus-CBFb FRET ratio 530/480, 1 h | inhibition, % at 20 µM | 0.46% of 220,000 active | AID 1496;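 active = inhibition over about 50% at 20 µM in the single-dose screen, limit read from the data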;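 also: 0% = DMSO wells and 100% = excess unlabeled CBFb competitor control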
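Schedule: protein complex preformed 1 h, compound exposure 1 h, room temperature, dark; test system: Cerulean-labeled Runt domain protein; amount: 100 nM per protein; buffer or medium: Tris 50 mM pH 7.5, KCl, K2SO4, 0.01% BSA; read-out: loss of energy transfer signal; detection: FRET fluorescence; controls: 5 µM unlabeled CBFb as full-inhibition high control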
Runt-SMMHC FRET – Runt domain-CBFb-SMMHC interaction inhibition | 0.74% of 220,000 active | Cerulean-Runt/Venus-CBFb-SMMHC FRET ratio 530/480, 1 h | AID 1434 | inhibition, % at 20 µM;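 active = mean inhibition across duplicate retests at 20 µM reaching about 50%, limit read from the data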;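 also: 0% = DMSO wells and 100% = wells with excess untagged CBFb-SMMHC; inhibitors lower the FRET ratio by blocking Runt binding to CBFb-SMMHC; some results filed as inactive read as strong as hits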
NPY-Y2 PAM-ag – potentiates or activates human NPY-Y2 receptor. P49146. cells expressing NPY-Y2, potentiator/agonist read-out. activation, % at 3.6 µM. 0.45% of 220,000 active. AID 1359; in the data active = activation above about 27%;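 also: cells stimulated with NPY near EC25 plus isoproterenol at EC100; 0% = vehicle plus submaximal agonist and 100% = vehicle plus saturating agonist; some results beyond the cut were filed as inactive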
Target sequence (P49146 whole entry, looked up): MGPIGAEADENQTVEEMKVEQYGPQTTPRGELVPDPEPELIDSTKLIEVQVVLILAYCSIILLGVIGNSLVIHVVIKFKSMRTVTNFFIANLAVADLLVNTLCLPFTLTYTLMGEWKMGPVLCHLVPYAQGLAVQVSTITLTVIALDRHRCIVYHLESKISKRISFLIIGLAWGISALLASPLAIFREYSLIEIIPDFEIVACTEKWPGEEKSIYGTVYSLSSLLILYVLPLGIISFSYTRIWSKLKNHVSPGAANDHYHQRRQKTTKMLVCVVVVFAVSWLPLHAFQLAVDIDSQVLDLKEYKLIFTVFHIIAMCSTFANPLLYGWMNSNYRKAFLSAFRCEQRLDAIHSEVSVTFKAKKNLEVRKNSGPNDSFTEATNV
* marks the source's active call; other numbers are inactive results; . = no result given.

molecule,NPY-Y1 PAM-ag,RBBP9 inh,NPY-Y1 antag,p97 inhibitor,Hck-Nef inh,MDM2 E3 inh,Runt-CBFb FRET,Runt-SMMHC FRET,NPY-Y2 PAM-ag
O=C(Cc1ccc(-n2cccc2)cc1)NC1CCCCCC1,-14,-11,-3,-5,-3,-8,-5,0,-26
O=C(CSc1nnc(CNC(=O)c2cccs2)o1)NC1CCCC1,-1,-2,5,6,10,5,2,0,9
COc1cc(C2C(C(=O)c3ccco3)=C(O)C(=O)N2Cc2cccnc2)cc(OC)c1OC (centres undefined),1,-6,-1,2,0,-3,-3,2,-17
Cc1ccc(C(=O)NCC(=O)N/N=C/c2sccc2C)cc1[N+](=O)[O-],8,-10,-2,4,19,-10,-3,-2,-8
CNC(=O)CC(C(=O)O)c1ccc(OC(C)C)cc1 (centres undefined),-15,-8,-4,-1,0,-4,2,4,-8
O=C(CNC(=O)c1cccs1)OCC(=O)c1cccs1,27,-1,0,-2,-1,-2,-2,1,-6
Cc1cc(C)c2nc(SCC(=O)NCCC3=CCCCC3)cc(C)c2c1,-3,2,-4,8,0,-14,-3,-12,-3
CCOc1ccc(-c2noc(COC)n2)cc1OC,-29,-5,7,1,7,2,0,-2,-10
COC(CN(C(=O)CCl)C(C(=O)NC1CCCC(C)C1C)c1ccc(C)cc1)OC (centres undefined),-14,-10,7,-3,-1,-13,-2,0,-3
CCCC(=O)N1CCN(c2ccc(NC(=S)NC(=O)c3cccc(C)c3)cc2)CC1,-4,3,2,0,9,-18,-4,-5,-3
Cc1ccc2nc(NC(=O)CSc3nnc(C)c(=O)n3N)sc2c1,15,-8,-7,6,2,-5,-3,2,3
CCCS(=O)(=O)N1CCN(S(=O)(=O)c2ccccc2)CC1,-8,4,-1,2,-2,1,0,2,4
O=C(c1cccc(Cl)c1)N1CCC(c2nc3ccccc3[nH]2)CC1,-7,-9,2,1,7,-20,0,-7,-3
OC(COc1ccccc1)CN1CCN(CC(O)COc2ccccc2)CC1 (centres undefined),-2,-4,13,-4,19,-8,-1,-7,-14
CCOc1cc(-c2nc(-c3ccncc3)no2)cc(OCC)c1OCC,-9,0,-5,1,1,0,-4,0,5
Cc1csc(Nc2ccccc2)n1,7,-2,0,2,-5,-12,-1,-1,5
COCCN(C(=O)CSc1nc2ccccc2c(=O)n1C(C)COC)c1c(N)n(Cc2ccccc2)c(=O)[nH]c1=O (centres undefined),8,-3,2,1,6,3,1,0,8
CC(C)(C)NC(=S)NC(C)(C)C,12,11,.,4,20,.,6,-2,-3
C=CCn1c(=O)c2c(C)c(C)sc2n2c(Nc3ccc(OC)cc3)nnc12,-41,16*,9,10,5,-10,3,4,-11
N#Cc1ccc(-c2cccs2)nc1SCc1cccnc1,-28,-5,.,7,17,1,-1,0,-43
CC(C)(C)OC(=O)NC(CO)c1cn([C@@H](Cc2cc3ccccc3[nH]2)C(=O)N2CCN(C(=O)OC(C)(C)C)CC2)nn1 (some centres undefined),5,0,3,1,-11,.,-4,0,-18
c1cncc(C(c2nnnn2C2CCCC2)N2CCCC2)c1 (centres undefined),-14,-1,3,-2,0,1,0,4,-15
Cc1ccc(NC(=S)N/N=C/c2c(C)nn(-c3ccccc3)c2N2CCCC2)cc1,1,7,2,3,4,-31,2,-4,-7
CC1CCc2sc(NC(=O)C3CC(Cl)=CCC3C(=O)O)c(C#N)c2C1 (centres undefined),9,-8,-2,9,18,-12,-2,-1,2
Nc1cccc(/C=C/c2ccncc2)c1,-8,-3,.,4,20,.,2,0,-3

Sorted by the number under Runt-SMMHC FRET (largest number first): some entries from above
| canonical_smiles | NPY-Y1 PAM-ag | RBBP9 inh | NPY-Y1 antag | p97 inhibitor | Hck-Nef inh | MDM2 E3 inh | Runt-CBFb FRET | Runt-SMMHC FRET | NPY-Y2 PAM-ag |
| --- | --- | --- | --- | --- | --- | --- | --- | --- | --- |
| CNC(=O)CC(C(=O)O)c1ccc(OC(C)C)cc1 (centres undefined) | -15 | -8 | -4 | -1 | 0 | -4 | 2 | 4 | -8 |
| Cc1ccc2nc(NC(=O)CSc3nnc(C)c(=O)n3N)sc2c1 | 15 | -8 | -7 | 6 | 2 | -5 | -3 | 2 | 3 |
| COC(CN(C(=O)CCl)C(C(=O)NC1CCCC(C)C1C)c1ccc(C)cc1)OC (centres undefined) | -14 | -10 | 7 | -3 | -1 | -13 | -2 | 0 | -3 |

Next compounds:
molecule,NPY-Y1 PAM-ag,RBBP9 inh,NPY-Y1 antag,p97 inhibitor,Hck-Nef inh,MDM2 E3 inh,Runt-CBFb FRET,Runt-SMMHC FRET,NPY-Y2 PAM-ag
c1ccc2c(c1)OCCOCCOCCO2,1,-1,4,2,2,-2,1,1,5
CC(C)Nc1nnc(SC(C)C(=O)Nc2ccc(Cl)cn2)s1 (centres undefined),2,1,4,3,28,-2,0,0,7
CCN(CC)C(=O)CSc1nnc(C2CCCCC2)o1,13,-10,5,0,0,-4,.,-4,-1
CC1CCN(C(=O)CNC(=O)Cc2ccccc2)CC1,0,0,2,-6,-9,.,1,-3,-5
COc1cc(C(=O)Nc2nnc(-c3sccc3C)s2)cc(OC)c1OC,-11,0,8,6,-8,5,0,-6,0
CCOC(=O)c1cnc2cc(Cl)c(OC)cc2c1NCC1CCCO1 (centres undefined),-30,-1,13,0,4,-8,-6,-5,-9
CCN(CC)S(=O)(=O)c1ccc(O)c(NC(=O)CN2CCc3ccccc3C2)c1,-26,-10,8,-4,-9,-33,-1,0,-1
CC(=O)N[C@@H]1c2c(ccc3ccccc23)OC[C@@H]1COC(C)=O,-9,-5,2,-3,28,1,1,0,-7
N=C1/C(=C/c2ccc(-c3cccc(C(=O)O)c3)o2)C(=O)N=C2SC=C(c3ccccc3)N12,16,-5,-4,13,91*,-7,-35,-97,4
Cc1ccc(NC(=O)Cn2c([N+](=O)[O-])cnc2C)cc1,-9,-12,2,-3,23,-6,.,.,-7
C=CCn1c(-c2oc3nc(-c4ccccc4)cc(-c4ccccc4)c3c2N)n[nH]c1=S,12,1,0,3,9,0,33,43,-1
CC(=O)c1ccc(NC(=O)Nc2ccc3c(c2)nc(C)n3C)cc1,8,-2,-3,11,13,14,1,5,7
CCOc1ccc(-c2nnc(-c3snc(-c4ccc(F)cc4)c3N=CN(C)C)o2)cc1,3,-4,0,2,0,-18,4,41,-6
CC(=O)Nc1ccc(NC(=O)Cc2sc(-c3cccnc3)nc2-c2ccc(C)cc2)cc1,8,0,0,15*,33,-15,-4,2,-2
CSc1ncc(F)c(N(CCO)CCO)n1,-2,-10,8,5,2,-10,7,-1,-2
O=C(O)CC1(CC(=O)N2CCN(CCO)CC2)CCCC1,-17,-3,0,1,-12,-6,2,-1,-2
CCC(C)NC(=O)CN(c1ccc(OC)cc1)S(=O)(=O)c1ccccc1 (centres undefined),6,0,1,6,19,-10,.,.,6
c1ccc(C[n+]2cccc(-c3ccccc3)c2)cc1,22,-9,1,1,2,-3,0,-6,-13
O=C(c1ccco1)N1CCN(c2ccnc3cc(Cl)ccc23)CC1,1,-4,-3,2,21,-7,1,0,-6
CO/N=C(/CS(=O)Cc1ccccc1Cl)c1ccc(Cl)cc1Cl (centres undefined),13,1,-5,0,2,1,-1,-2,1
c1ccc(Nc2nc(N3CCNCC3)nc(N3CCOCC3)n2)cc1,-8,5,1,4,5,-17,-1,3,8
O=C(Nc1ccccc1F)c1ccncc1,-29,-7,-4,0,9,-6,1,-2,-16
COc1ccc(N2C(=O)C(CC(=O)Nc3ccccc3)N(Cc3ccc(OC)c(OC)c3)C2=O)cc1 (centres undefined),-5,-5,-9,2,20,-3,-1,2,-5
Cc1ccc(CN(C(=O)c2cc(=O)c3cc(C)cc(C)c3o2)C2CCS(=O)(=O)C2)cc1 (centres undefined),-26,-7,.,-2,4,-8,-4,-2,-37
CCS(=O)(=O)c1ccc(C(=O)NC)c(Cl)c1Cl,-1,4,2,5,9,-20,-1,-3,9
COC1=C(OC)C(=O)C(CCCCCCCCCCO)=C(C)C1=O,-26,-9,2,-8,.,.,-4,-2,-31
O=C(c1ccccc1F)N1C(=O)c2cccc3cccc1c23,-1,5,6,5,6,-5,1,-3,0
N#Cc1cc2ccccc2nc1SCC(=O)Nc1ccccc1N1CCOCC1,9,-9,8,5,0,18,-10,-16,-1
CC(C)CSc1ncnc2c1oc1nc3c(cc12)COC(C)(C)C3,7,3,5,5,-12,1,-4,-7,-18
COC(=O)c1ccc(COn2c(=O)c(C)[n+]([O-])c3ccccc32)cc1,10,-11,-1,0,1,6,-1,2,1
O=C(CSc1nnc(-c2ccco2)o1)c1ccc(O)cc1O,-1,-2,3,7,12,-2,1,3,0
CC(=O)c1cccc(NC(=O)CN2C(=S)NC(C)(C)CC2C)c1 (centres undefined),-1,-3,2,-1,-7,-16,4,-1,-10
CC(OC(=O)c1ccccc1O)C(=O)Nc1cccc(Cl)c1 (centres undefined),-6,-14,-1,0,0,-18,-9,0,-12

Bioassay records deposited in PubChem by several laboratories.

Outcome played no part in choosing rows; any-hit rate near 3.5%.
